Dengue-2 NS5 capping – Dengue-2 NS5 methyltransferase inhibitors, primary screen, biochemical, confirmation dose response (AID 588689) | Genome polyprotein (Dengue virus type 2 (strain 16681-PDK53)) | Dengue-2 NS5 methyltransferase capping enzyme assay, biochemical; higher % means a stronger effect | inhibition, % at 25 µM; hits with a dose series show IC50 in µM | actives 0.3% (n = 340,000); in the data active means a potency from the dose series
Dengue-2 NS5 capping pilot replicate – further read-out of Dengue-2 NS5 capping, marked with its call; inhibition, %; measured here: pilot screen replicate inhibition
* marks the source's active call; other numbers are inactive results. A portion of the library. The share of hits here may be higher or lower than overall.

SMILES	Dengue-2 NS5 capping	others
Cc1ccc(CN(C)C(=O)COc2ccc(S(=O)(=O)N3CCCC3)cc2[N+](=O)[O-])c(C)c1	-5%
NS(=O)(=O)c1ccc(CNC(=S)Nc2cc(S(=O)(=O)N3CCOCC3)ccc2Cl)cc1	-3%
C[C@H](CO)N1C[C@H](C)[C@@H](CN(C)Cc2ccc(Cl)c(Cl)c2)Oc2c(NC(=O)C3CCOCC3)cccc2C1=O	-4%	Dengue-2 NS5 capping pilot replicate=-0.6
CC(C)OCCCNC(=S)N1CCC(C(=O)c2ccc(F)cc2)CC1	2%
Cc1cc(C)c(NC(=O)CNC(=O)c2cc(C3CC3)nc3c2cnn3C(C)C)c(C)c1	1%
O=C(COC(=O)C(CO)NS(=O)(=O)c1ccc(Br)cc1)Nc1ccc2c(c1)OCCO2 (stereo unspecified)	-2%
COc1ccc(CCNC(=O)C(=O)NCCC2CCCCN2S(=O)(=O)c2cccs2)cc1 (stereo unspecified)	4%
Cc1[nH]c2ccc(C(=O)N3CCC(C(N)=O)CC3)cc2c1C	2%
Cc1ccc(C(=O)N[C@H](C(=O)NC2CCCCCCC2)C(C)C)cc1	1%
O=C(CCc1nc(-c2ccccc2)no1)NC1CCCCCC1	-10%
COc1ccc([C@H]2N[C@]3(CCCN(Cc4ccc(Br)cc4)C3=O)[C@H]3C(=O)N(Cc4ccccc4)C(=O)[C@@H]23)cc1	-6%
NC(=O)C1CCN(C(=O)CCn2c(=O)oc3ccccc32)CC1	-5%
CC(=NNC(=S)N1CCCCCC1)c1cccc2cccnc12	-17%
O=C(CN1CCN(c2cccc(C(F)(F)F)c2)CC1)Nc1ccc2c(c1)OCCCO2	-3%
O=C(C1CCN(S(=O)(=O)c2c(Cl)cccc2Cl)CC1)N1CCCC1	2%
CC(=O)Nc1ccc(S(=O)(=O)N(C)CC(=O)OCC(=O)NNC(=O)c2ccccc2F)cc1	2%
COc1ccc(C(=O)OCC(=O)Nc2ccc3c(c2)OCO3)cc1S(=O)(=O)N1CCOCC1	-5%
Cc1ccc(NC(=O)COC(=O)c2ccc(-n3cnnn3)cc2)c(Br)c1	-6%
Cc1ccc(C(=O)NNC(=O)c2ccccc2)cc1S(=O)(=O)N1CCCCC1	-1%
C[C@H](CO)N1C[C@H](C)[C@@H](CN(C)C(=O)Nc2ccc(C(F)(F)F)cc2)Oc2ccc(NC(=O)Nc3ccc4c(c3)OCO4)cc2C1=O	-2%	Dengue-2 NS5 capping pilot replicate=-0.3
Cc1cccc(NC(=O)COC(=O)CN2C(=O)C3CCCCC3C2=O)c1C (stereo unspecified)	-1%
NC1=C(Br)C(=O)c2ncccc2C1=O	20%
Cc1ccc(N2CC(NC(=O)C(=O)c3c[nH]c4ccccc34)CC2=O)cc1C (stereo unspecified)	1%
COc1ccc2nc(NC(=O)CN3C(=O)NC4(CCCC4)C3=O)sc2c1	-3%
O=C(NCc1nnnn1-c1ccc(F)c(F)c1)c1ccc2ccccc2c1	-3%
Cc1noc(C)c1S(=O)(=O)N(C)C[C@H]1Oc2ccc(NC(=O)CCC(F)(F)F)cc2C(=O)N([C@H](C)CO)C[C@@H]1C	-7%
O=C(CN1C(=O)NC(c2ccccc2)(c2ccccc2)C1=O)NCc1ccco1	-2%
Cc1csc(=O)n1CCC(=O)OCC(=O)Nc1ccc(Cl)cn1	0%
CCOC(=O)[C@H]1[C@H]2COc3ccc(Br)cc3[C@@H]2N2C(=O)c3ccc(C)cc3NC(=O)[C@@]12C	-3%
Nc1cc(OCc2ccccc2)ccc1OCc1ccccc1	-8%
Cc1ccc(NC(=O)c2ncn(CCCN(CCCn3cnc(C(=O)Nc4ccc(C)c(C)c4)n3)Cc3ccc4[nH]ccc4c3)n2)cc1C	-6%	Dengue-2 NS5 capping pilot replicate=-3.4
Cc1ccsc1C(=O)NNC(=O)c1ccc(NS(=O)(=O)c2cccs2)cc1	-1%
Cc1ccc(SCc2c(C(=O)N/N=C/c3ccco3)nnn2-c2nonc2N)cc1	-2%
CC1CN(Cc2ccccc2)C(=S)NC1=O (stereo unspecified)	-5%
CCOc1c(C)cnc2c1c(=O)n(CC(=O)NCC1CCCO1)c(=O)n2C (stereo unspecified)	7%
COc1ccc(CNC(=O)CN(c2ccc(C(C)=O)cc2)S(=O)(=O)c2ccc(C)cc2)cc1OC	-4%
CCN(Cc1cccs1)C(=O)CN1CCN(S(=O)(=O)c2ccc3c(c2)OCCCO3)CC1	-6%
CC12CCC(C(=O)C1)C1(C)CCCC(=O)C21 (stereo unspecified)	-5%
Cc1ccc(S(=O)(=O)N2[C@@H](c3ccc4c(c3)OCO4)C(C(=O)O)=C[C@H]2CC2CCCC2)cc1	1%	Dengue-2 NS5 capping pilot replicate=-3.1
COc1ccc(NC(=O)CN(C)C(=O)c2cccc(S(=O)(=O)N3CCN(C)CC3)c2)cc1	-5%

Structural class, the compounds so far with an NH in an aromatic ring.
SMILES	Dengue-2 NS5 capping	others
Cc1[nH]c2ccc(C(=O)N3CCC(C(N)=O)CC3)cc2c1C	2%
Cc1ccc(N2CC(NC(=O)C(=O)c3c[nH]c4ccccc34)CC2=O)cc1C (stereo unspecified)	1%
Cc1ccc(NC(=O)c2ncn(CCCN(CCCn3cnc(C(=O)Nc4ccc(C)c(C)c4)n3)Cc3ccc4[nH]ccc4c3)n2)cc1C	-6%	Dengue-2 NS5 capping pilot replicate=-3.4

(next part)
SMILES	Dengue-2 NS5 capping	others
COc1ccccc1S(=O)(=O)N(C)C[C@@H]1Oc2cc(C#CCC(C)C)ccc2S(=O)(=O)N([C@H](C)CO)C[C@@H]1C	-10%
CNC(=O)c1ccc(NC(=O)c2ccc3c(=O)n4c(nc3c2)CCC4)cc1	-2%
COc1ccc(-c2nc(SC(C)C(=O)c3c(N)n(C)c(=O)n(C)c3=O)n[nH]2)cc1 (stereo unspecified)	-7%
COc1ccc(OC)c(C(=O)COC(=O)C(CCSC)NC(=O)COc2ccccc2)c1 (stereo unspecified)	1%
CN(CC(=O)Nc1ccc(Cl)c(C(F)(F)F)c1)C(=O)c1ccc2c(c1)NC(=O)CS2	-4%
CC(=NNC(N)=S)c1ccc2cc3c(cc2c1)OCO3	-1%
CCN(C(=O)COC(=O)C1=COCCO1)c1c(N)n(Cc2ccccc2)c(=O)[nH]c1=O	9%
COc1c(F)c(F)c(-c2csc(N)n2)c(F)c1F	-7%
Cc1cccc(C)c1NC(=O)CNC(=O)C1CCCN(C(=O)c2ccc(Cl)cc2)C1 (stereo unspecified)	1%
CN(C)S(=O)(=O)c1ccc(C(=O)Nc2nnc(SCC(=O)N3CCOCC3)s2)cc1	-1%
Cc1cccc(NS(=O)(=O)c2cccc(C(=O)NCCCN3CCCC3=O)c2)c1	-4%
Cc1c(NC(=O)COc2ccccc2Cl)c(=O)n(-c2ccccc2)n1C	5%
COCOCCn1cc(CN2CCS(=O)(=O)N(Cc3ccc(-c4cccc(CO)c4)cc3)C(CC(C)C)C2=O)nn1 (stereo unspecified)	-5%
COc1ccc(OC)c(S(=O)(=O)N2CCC3(CC2)CC(=O)c2ccccc2O3)c1	-9%
O=C(NCC(c1ccccc1Cl)N1CCCC1)c1ccc(N2CCCC2=O)cc1 (stereo unspecified)	0%
CCC(=O)c1ccc(OCC(=O)NCc2ccccc2CN2CCCC2)cc1	1%
CC(=O)NC(CC(=O)Nc1cccc(S(=O)(=O)N2CCOCC2)c1)c1ccccc1 (stereo unspecified)	-16%
COc1cc(OC)c2c(-c3cccc(-c4ccc(CO)cc4)c3)cc(=O)oc2c1	-5%	Dengue-2 NS5 capping pilot replicate=-5.4
COc1ccccc1NC(=O)CSc1nc2[nH]ncc2c(=O)[nH]1	2%
Cc1ccc(NC(=O)CNC(=O)C23CC4CC(CC(C4)C2)C3)nc1	-3%
Cn1c(N)c(C(=O)COC(=O)/C=C/c2ccccc2)c(=O)n(C)c1=O	-9%
Cc1cc(C(=O)Nc2cccc3ccccc23)oc1C	9%
Cc1cc(SCC(=O)OCC(=O)N(CCC#N)c2ccccc2)nc2ccccc12	-4%
N=C(N)SCc1ccc(Cl)c2ccccc12	-2%
O=S(=O)(Nc1ccc(NS(=O)(=O)c2ccccc2)c(Cl)c1)c1ccccc1	-1%
CN(CC(=O)Nc1ccccc1Cl)C(=O)COC(=O)CSc1ccc(Cl)cc1	-6%
CC(=O)c1ccc2ccccc2c1OC(=O)c1ccncc1	-24%
O=C(Cc1cccc(NC(=O)C2CCN(C(=O)c3ccccc3)CC2)c1)Nc1cccc(C(=O)N2CCCC2)c1	-6%
O=C(OCc1nc2ccsc2c(=O)[nH]1)c1ccccc1	-2%
COc1ccccc1-c1oc2ccccc2c1C#CC(C)(C)O	-5%
CCc1cccc(NC(=O)COC(=O)C2COc3ccccc3O2)c1 (stereo unspecified)	-5%
C[C@@H](N)C(=O)N[C@H]1CCC2C3CC=C4C[C@@H](O)CC[C@]4(C)C3CC[C@@]21C (stereo partly specified)	2%
C=CCSc1nc(N)c(NC(=O)c2ccco2)c(=O)[nH]1	-2%
Cc1ccc(S(=O)(=O)N2CCN(C(=O)COC(=O)COc3ccc(Cl)cc3C)CC2)c(C)c1	1%
C=CC[C@@H](CC(=O)N[C@H](CO)Cc1ccccc1)C(=O)N[C@H](COC(=O)[C@@H](CC=C)Cc1ccc(F)cc1)Cc1ccccc1	2%
COc1ccccc1CN(C)CC(=O)Nc1cccc(S(=O)(=O)N2CCCCC2)c1	2%
CCCN=C1N(C)C[C@@H]2[C@@H]3C(=O)N(C)C(=O)[C@@H]3[C@](CC)(C(=O)OC)N12	0%	Dengue-2 NS5 capping pilot replicate=-2.1
CCOC(=O)CCCCCC(=O)Nc1ccc2c(c1)C(=O)N([C@@H](C)CO)C[C@@H](C)[C@H](CN(C)S(=O)(=O)c1cccs1)OCCCC[C@H](C)O2	-14%
Cc1nc2cc(NC(=O)CS(=O)(=O)c3ccccc3)ccc2s1	-7%
Cc1ccc(CN2CCC[C@]3(N[C@H](c4ccccc4)[C@@H]4C(=O)N(Cc5ccccc5)C(=O)[C@@H]43)C2=O)cc1	-3%

Fetched by structure from the list above:
SMILES	Dengue-2 NS5 capping	others
O=S(=O)(Nc1ccc(NS(=O)(=O)c2ccccc2)c(Cl)c1)c1ccccc1	-1%
Cn1c(N)c(C(=O)COC(=O)/C=C/c2ccccc2)c(=O)n(C)c1=O	-9%
C=CCSc1nc(N)c(NC(=O)c2ccco2)c(=O)[nH]1	-2%
CCCN=C1N(C)C[C@@H]2[C@@H]3C(=O)N(C)C(=O)[C@@H]3[C@](CC)(C(=O)OC)N12	0%	Dengue-2 NS5 capping pilot replicate=-2.1
C=CC[C@@H](CC(=O)N[C@H](CO)Cc1ccccc1)C(=O)N[C@H](COC(=O)[C@@H](CC=C)Cc1ccc(F)cc1)Cc1ccccc1	2%
O=C(Cc1cccc(NC(=O)C2CCN(C(=O)c3ccccc3)CC2)c1)Nc1cccc(C(=O)N2CCCC2)c1	-6%

Next section
SMILES	Dengue-2 NS5 capping	others
O=C(O)C(C1CCCCC1)C1(O)CCCC1 (stereo unspecified)	-7%
CN(C)CCCN(C(=O)c1cc2cc([N+](=O)[O-])ccc2s1)c1nc2cc3c(cc2s1)OCCO3	-7%
c1ccc2c(c1)-c1nc3ccccc3cc1C2N1CCCCC1 (stereo unspecified)	5%
O=C1CC/C=C\C[C@@H](CC(=O)N(CCO)Cc2ccccc2)C(=O)N[C@H](Cc2ccccc2)CO1	2%
CCOC(=O)C1=CC[C@@H](c2ccccc2Cl)N(S(=O)(=O)c2ccc(C)cc2)[C@H]1C(=O)OCC	0%
CCN(C(=O)COC(=O)c1cc(Cl)ccc1OC)c1c(N)n(Cc2ccccc2)c(=O)[nH]c1=O	-1%
O=C(NCCS(=O)(=O)N1CCN(Cc2ccccc2)CC1)c1ccccc1	4%
COc1cc(C(=O)NNC(=O)c2cc(=O)[nH]c3ccccc23)cc(OC)c1OC	4%
Cc1ccc(NC(=O)C2CC2)cc1S(=O)(=O)N1CCOCC1	-7%
COc1ccc(S(=O)(=O)NC(C(=O)OCC(=O)Nc2ccc(N3CCOCC3)cc2)C(C)C)cc1 (stereo unspecified)	-14%
COc1ccc(C(Sc2ccccc2)c2ccccc2)cc1OC (stereo unspecified)	3%
Cc1c(C(=O)N(C)CCOc2ccccc2)oc2c(Cl)cccc12	-3%
COc1ccc(C(CNC(=O)CSc2ccccc2)N2CCOCC2)cc1 (stereo unspecified)	4%
O=C(OCc1cn([C@@H]2CN(CC3CCCCC3)[C@@H](c3ccccc3)C[C@H]2O)nn1)c1ccccc1	2%
Cc1ccc2nc(SCC(=O)c3ccc(Cl)cc3)nc(=O)n2c1	1%
CN(c1ccc(OCC(=O)N2CCCC2)cc1)S(=O)(=O)c1ccc(Cl)cc1	2%
C[C@@H](NC(=O)c1[nH]cnc1C(=O)Nc1ccc(Cl)cc1)c1ccccc1	4%
C[C@H](CO)N1C[C@H](C)[C@H](CN(C)C(=O)Nc2ccc(N3CCN(C)CC3)cc2)OCc2cnnn2CCCC1=O	3%
CN(C)S(=O)(=O)c1cccc(NC(=O)c2cccc(S(=O)(=O)N3CCCCCC3)c2)c1	-1%
CC[C@@H](C)[C@@H]1CN([C@@H](CN2CCC[C@H]2CN2C(N)=NC[C@H]2CC(C)C)C(C)C)C(=N)N1CCc1ccc(Cl)c(Cl)c1	5%	Dengue-2 NS5 capping pilot replicate=-3.1
CCc1nnc(NC(=O)CCC2CCCCC2)s1	-5%
Cc1onc(-c2ccccc2Cl)c1C(=O)NCc1nnnn1-c1ccc(F)c(F)c1	-7%
CCN(C[C@H]1N[C@@](C)(C(=O)OC)[C@H]2C(=O)N(Cc3ccccc3)C(=O)[C@@H]12)C(=O)COC	-6%	Dengue-2 NS5 capping pilot replicate=-6.3
O=C1C(F)=CC(COC(c2ccccc2)(c2ccccc2)c2ccccc2)OC1n1cc(F)c(=O)[nH]c1=O (stereo unspecified)	13%
O=C(Nc1ccccc1OC(F)F)c1ccc(-n2cncn2)c([N+](=O)[O-])c1	1%
CC(C)c1cccc(C(C)C)c1OC(=O)[C@H]1OC(c2ccc(Br)cc2)=C[C@@H]1c1ccc(Br)cc1	-2%
